CaV13 FRET inh = Primary screen for inhibitors of IQ motif and Ca2+-dependent inactivation inhibitor domain binding in CACNA1D, Förster resonance energy transfer in living cells, …; 340,000 compounds, 0.098% hits; HEK cells, CFP/YFP FRET ICDI-IQ, plate reader, 10 min; percent FRET-ratio fall versus neutral wells; inhibition, % at 12.3 µM;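 active = mean replicate inhibition of at least 30% and at least 1% of replicates passing that level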;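 also: 0% = median of the neutral control wells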
Granule exo inh = lytic granule exocytosis inhibition; TALL-104 LAMP-1 surface exposure, flow cytometry; cells stimulated with thapsigargin and PMA; inhibition, % at 10 µM; 360,000 compounds, 0.66% hits;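 active = inhibition above about 55%, limit read from the data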
hiPSC survival = increases survival of single human iPS cells; survival enhancement, % at 20 µM; 360,000 compounds, 0.044% hits; hiPSC single-cell survival, ATPlite luminescence; 100% = ROCK inhibitor wells, 0% = DMSO; in the data active = survival enhancement above about 18%;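 also: cells exposed to compounds for 16 hours before the ATP read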
HIF-2a block = inhibitors of HIF-2a; 360,000 compounds, 0.72% hits; inhibition, % at 18.8 µM; 786-0 RCC cells HIF-2a reporter, luciferase luminescence, overnight;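 active = inhibition of the luminescence signal of 40% or more relative to plate controls, in a single-dose primary screen at 18.75 µM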
Vif imaging = blocks HIV Vif function; HEK293T cells, Vif self-association by quenched fluorescence, imaging, 24 h; inhibition, % at 7.49 µM; 340,000 compounds, 0.35% hits; AID 602346; in the data active = inhibition above about 50%, passing the limit was not always enough; also: some results filed as inactive read as strong as hits
NR2E3 ag-1 = agonists of human nuclear receptor NR2E3. Q9Y5X4. GST-NR2E3/biotin-RetCOR TR-FRET, 1536-well. inhibition of corepressor binding, % at 4.78 µM. 320,000 compounds, 0.12% hits. AID 2300;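 active = percent inhibition above the cutoff of mean plus 3 SD of all tested compounds, set per screening campaign, cut at about 20% in these data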;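 also: 0% = DMSO wells and 100% = biotin wells as full block of FRET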
Target sequence (Q9Y5X4 whole entry, looked up): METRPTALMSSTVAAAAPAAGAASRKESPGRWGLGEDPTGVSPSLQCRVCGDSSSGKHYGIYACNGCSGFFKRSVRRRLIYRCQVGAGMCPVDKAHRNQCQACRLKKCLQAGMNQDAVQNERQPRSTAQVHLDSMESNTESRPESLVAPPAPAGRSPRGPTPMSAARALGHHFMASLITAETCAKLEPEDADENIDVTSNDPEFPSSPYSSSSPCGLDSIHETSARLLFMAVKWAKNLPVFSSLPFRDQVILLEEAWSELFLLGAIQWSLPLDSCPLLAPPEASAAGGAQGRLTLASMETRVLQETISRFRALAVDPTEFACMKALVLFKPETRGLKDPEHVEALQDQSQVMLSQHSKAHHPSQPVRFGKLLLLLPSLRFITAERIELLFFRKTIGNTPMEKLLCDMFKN
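Material: NR2E3–RetCOR corepressor complex / Incubation: Compound–protein incubation for 5 h at 4 °C / Dosing: compound at 4.8 µM, single dose / Detection: time-resolved FRET / Benchmarks: high control biotin, low control 0.6% DMSO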
PDI turbidity = inhibitors of human protein disulfide isomerase | inhibition, % at 10 µM | PDI insulin aggregation turbidity, A650, 90 min | 350,000 compounds, 0.052% hits | P07237;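 active = mean inhibition across replicates of 30% or more, whatever share of single replicates reach that level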;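 also: absorbance from insulin aggregation driven by PDI reduction with DTT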
Target sequence (P07237 whole entry, looked up): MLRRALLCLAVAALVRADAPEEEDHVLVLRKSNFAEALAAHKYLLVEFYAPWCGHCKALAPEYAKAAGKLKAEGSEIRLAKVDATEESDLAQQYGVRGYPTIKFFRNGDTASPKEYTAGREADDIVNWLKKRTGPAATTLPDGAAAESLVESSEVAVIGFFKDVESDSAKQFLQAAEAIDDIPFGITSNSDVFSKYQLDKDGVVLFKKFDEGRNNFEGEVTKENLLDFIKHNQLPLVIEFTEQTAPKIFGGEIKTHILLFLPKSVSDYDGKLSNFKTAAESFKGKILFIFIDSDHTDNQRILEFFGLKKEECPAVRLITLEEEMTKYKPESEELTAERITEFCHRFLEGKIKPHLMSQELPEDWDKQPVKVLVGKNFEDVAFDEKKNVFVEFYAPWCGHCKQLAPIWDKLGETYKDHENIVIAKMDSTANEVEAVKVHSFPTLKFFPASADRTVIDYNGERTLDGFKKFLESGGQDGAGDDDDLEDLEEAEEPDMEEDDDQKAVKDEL
NR2E3 ag-2 = human photoreceptor-specific nuclear receptor agonism; AID 602229; inhibition of corepressor binding, % at 3.98 µM; 360,000 compounds, 0.35% hits; CHO-S Gal4-NCOR/VP16-NR2E3 two-hybrid, luciferase;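 active = inhibition above the mean of all tested compounds plus 3 SD, cut at about 70% in these data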;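 also: 0% = DMSO with NR2E3 transfected cells and 100% = cells lacking NR2E3 construct; higher means lower luciferase signal from less NR2E3 corepressor binding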
aDG glyco up = alpha-DG glycosylation activation. Pro5-aDG cells, alpha-DG glycosylation AlphaScreen (IIH6); 0% Pro5, 100% B10-LARGE cell signal. activation, % at 10 µM. 360,000 compounds, 0.22% hits. AID 624168;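 active = activation of at least 8% versus controls, or a plate z-score of at least 8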;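 also: Pro5 are CHO cells carrying HIG-tagged alpha-DG that lacks glycosylation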
Peg3 prom inh = reduces Peg3 promoter-driven luciferase expression in HeLa | HeLa PEG-Prom luciferase reporter, luminescence, overnight | inhibition, % at 20 µM | 360,000 compounds, 1.7% hits | AID 588405;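 active = inhibition of at least 50% at 20 µM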
TRPM1 prom inh = inhibitors of MITF-driven TRPM1 promoter in melanoma cells | SK-MEL-5 TRPM1 promoter luciferase, 24 h | inhibition, % at 12.5 µM | 330,000 compounds, 0.83% hits | AID 488899;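 active = mean inhibition across replicates of 60% or more, whatever share of single replicates reaches that level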; also: values of inactives mirror those of a sister screen read the other way
The depositor's hits bear a star; nt = no result given; & = joins results of further samples.

The line under a structure holds: TRPM1 prom inh | NR2E3 ag-2 | Vif imaging | HIF-2a block | aDG glyco up | CaV13 FRET inh | NR2E3 ag-1 | Granule exo inh | hiPSC survival | Peg3 prom inh | PDI turbidity
> Cc1ccc(C(=O)NCCCN2CCOCC2)cc1S(=O)(=O)N1CCCCC1
    -1 | -22 | 5 | 10 | 0.1 | -6 | nt | 3 | -0.4 | 3 | -2
> COc1ccc(CN(C(=O)CSc2nnc(-c3ccc(OC)c(OC)c3)o2)c2ccc(F)cc2)cc1
    1 | -9 | 12 | 15 | 1.0 | -5 | -1 | 2 | 0.7 | 31 | -3
> Cc1oc(-c2ccccc2Cl)nc1CSCC(=O)N1CCCC1
    -26 | -1 | -9 | -29 | 0.0 | -4 | 1 | 6 | -0.3 | 2 | -7
> CCOC(=O)C(C(=O)OCC)C(C#N)c1ccccc1 (configuration not stated)
    8 | -4 | nt | 11 | -0.3 | nt | -1 | 1 | -1.0 | 1 | 0
> O=C(C1CCCC1)N1CCN(S(=O)(=O)c2ccc(F)c(F)c2F)CC1
    12 | 4 | 6 | 16 | 0.1 | -3 | 2 | 8 | 2.3 | 0 | 8
> COc1ccccc1C(=O)Nc1ccc2c(c1)OCCO2
    -35 | -126 | -1 | -192 | -0.1 | nt | 0 | 1 | -5.0 | -283 | 18
> Cc1cc(C)cc(OCC(=O)NNC(=O)c2ccccn2)c1
    10 | -8 | 11 | 3 | 0.8 | -5 | 1 | 2 | -2.3 | 32 | 5
> CC1(C(=O)N2CCN(C(=O)c3ccco3)CC2)CC1(Br)Br (configuration not stated)
    13 | -20 | 4 | 11 | 0.0 | -7 | 2 | 2 | -0.4 | -6 | -10
> Cn1c(=O)c2c(ncn2CC(=O)OCC(=O)NCc2ccc(F)cc2)n(C)c1=O
    nt | -2 | -3 | 15 | -0.2 | -5 | nt | 4 | -0.3 | 2 | 0
> CC(=O)Nc1c(C(=O)Nc2ccc3c(c2)OCO3)oc2ccccc12
    -81 | -112 | 4 | -224 | -0.2 | -17 | 1 | -1 | 0.0 | -284 | -11
> COc1ccc([C@H]2/C=C\CN(S(C)(=O)=O)[C@@H](C)C(=O)N2Cc2ccc(F)cc2)cc1
    -1 | -27 | -3 | 7 | 0.3 | -10 | 1 | 0 | 3.3 | -82 | -2
> COc1ccc(C2=NN(C(=O)CCC(=O)O)C(c3ccc(F)cc3)C2)cc1 (configuration not stated)
    -1 | 34 | 9 | 6 | -0.1 | -7 | 0 | -3 | 0.0 | 6 | 3
> COc1ccc(-c2csc3ncnc(Oc4ccc5c(C)cc(=O)oc5c4)c23)cc1
    0 | 9 | 5 | 20 | -0.1 | -14 | 1 | -5 | 2.7 | 11 | -5
> Cc1cccc2cc(CN(Cc3ccc(F)cc3)Cc3nnnn3C3CCCC3)c(=O)[nH]c12
    8 | 4 | -1 | 4 | -0.1 | -8 | 1 | 1 | 3.3 | 15 | 5
> O=C(/C=C/c1cccc([N+](=O)[O-])c1)NCCSCc1c(Cl)cccc1Cl
    6 | -26 | -15 | -8 | 0.0 | -5 | -2 | 1 | -0.5 | -19 | -2

2 records drawn at random from the list so far:
The line under a structure holds: TRPM1 prom inh | NR2E3 ag-2 | Vif imaging | HIF-2a block | aDG glyco up | CaV13 FRET inh | NR2E3 ag-1 | Granule exo inh | hiPSC survival | Peg3 prom inh | PDI turbidity
> COc1ccccc1C(=O)Nc1ccc2c(c1)OCCO2
    -35 | -126 | -1 | -192 | -0.1 | nt | 0 | 1 | -5.0 | -283 | 18
> Cn1c(=O)c2c(ncn2CC(=O)OCC(=O)NCc2ccc(F)cc2)n(C)c1=O
    nt | -2 | -3 | 15 | -0.2 | -5 | nt | 4 | -0.3 | 2 | 0

Later entries.
The line under a structure holds: TRPM1 prom inh | NR2E3 ag-2 | Vif imaging | HIF-2a block | aDG glyco up | CaV13 FRET inh | NR2E3 ag-1 | Granule exo inh | hiPSC survival | Peg3 prom inh | PDI turbidity
> CCN(CC)CCNC(=O)c1cn(CC)c2cc(N3CCN(C(=O)c4ccco4)CC3)c(F)cc2c1=O
    2 | -23 | -3 | 11 | -0.2 | 2 | -1 | -14 | -0.3 | 19 | 4
> O=S(=O)(Nc1ccc(-c2nc3cccnc3s2)cc1)c1cc(F)ccc1F
    6 | -22 | -4 | -76 | -0.1 | -5 | 5 | -2 | -0.3 | -27 | -7
> Cc1ccc(C)c(S(=O)(=O)N2CCN(C(=O)c3ccc(OCc4c(C)noc4C)cc3)CC2)c1
    0 | 0 | -8 | -4 | 0.3 | -6 | 2 | -5 | 0.1 | 19 | -4
> Cc1coc2c1c(C)cc1oc(=O)c(CC(=O)N[C@H](C(=O)O)C(C)C)c(C)c12
    -9 | -15 | 0 | 17 | -0.2 | -2 | 0 | -3 | 0.2 | 1 | 1
> CN1CCc2c(c3ccccc3n2C)C1
    -5 | -7 | 14 | 11 | 0.2 | -4 | 5 | 2 | -1.2 | 2 | -7
> COc1ccc(C2=NN(C(=O)CCC(=O)O)C(c3ccccc3F)C2)cc1 (configuration not stated)
    -7 | 5 | -5 | -7 | -0.1 | -5 | 0 | 6 | -0.5 | -2 | -3
> COc1ccccc1NC(=O)CCC(=O)OCc1ccc(Br)cc1
    7 | -16 | 3 | 11 | -0.2 | 1 | 2 | -1 | 0.7 | 16 | 0
> O=C(Nc1nnc(Cc2ccccc2)s1)c1cccs1
    -41 | -30 | -6 | -232 | 0.0 | -4 | 27* | -6 | 9.1 | -239 | -2
> CCN(CC(=O)NCc1ccc(F)cc1)C(=O)/C=C/c1ccco1
    4 | -17 | 4 | -1 | 0.3 | 3 | 0 | -2 | 4.1 | 8 | -5
> CCNc1nc(NC(C)C)nc(Oc2ccc(OCc3ccccc3)nn2)n1
    9 | -13 | 12 | 13 | -0.2 | -6 | 0 | -2 | 4.8 | 18 | -2
> COc1ccc(C(=O)CSc2nc(-c3ccccn3)nc(C)c2Cl)cc1
    0 | -15 | -1 | 1 | 0.2 | -5 | 2 | -2 | 0.2 | 11 | 8
> O=C(CS(=O)(=O)Cc1ccccc1)Nc1ccccn1
    -8 | -18 | 0 | 4 | -0.1 | nt | 3 | 0 | -0.3 | 14 | 17
> Cc1ccc(NS(=O)(=O)c2ccc(NC(=O)CN(c3cc([N+](=O)[O-])ccc3C)S(C)(=O)=O)cc2)c(C)c1
    17 | 10 | -4 | 11 | 3.6 | -3 | -5 | 0 | -0.2 | 50* | -3
> CCCCC[C@@H]1C=C(C(=O)O)[C@H](c2ccc3c(c2)OCO3)N1S(=O)(=O)c1ccc(C)cc1
    3 | -38 | -6 | 4 | 0.1 | -2 | nt | -1 | -0.6 | 4 | 3
> CCN(C[C@H]1N[C@@](CC)(C(=O)OC)[C@H]2C(=O)N(Cc3ccccc3)C(=O)[C@@H]12)C(=O)Nc1ccc(Cl)cc1
    -2 | -16 | 3 | -4 | 0.0 | -7 | nt | -3 | -0.8 | 8 | -6

Of the compounds above, these contain a COOH group:
The line under a structure holds: TRPM1 prom inh | NR2E3 ag-2 | Vif imaging | HIF-2a block | aDG glyco up | CaV13 FRET inh | NR2E3 ag-1 | Granule exo inh | hiPSC survival | Peg3 prom inh | PDI turbidity
> COc1ccc(C2=NN(C(=O)CCC(=O)O)C(c3ccc(F)cc3)C2)cc1 (configuration not stated)
    -1 | 34 | 9 | 6 | -0.1 | -7 | 0 | -3 | 0.0 | 6 | 3
> Cc1coc2c1c(C)cc1oc(=O)c(CC(=O)N[C@H](C(=O)O)C(C)C)c(C)c12
    -9 | -15 | 0 | 17 | -0.2 | -2 | 0 | -3 | 0.2 | 1 | 1
> COc1ccc(C2=NN(C(=O)CCC(=O)O)C(c3ccccc3F)C2)cc1 (configuration not stated)
    -7 | 5 | -5 | -7 | -0.1 | -5 | 0 | 6 | -0.5 | -2 | -3
> CCCCC[C@@H]1C=C(C(=O)O)[C@H](c2ccc3c(c2)OCO3)N1S(=O)(=O)c1ccc(C)cc1
    3 | -38 | -6 | 4 | 0.1 | -2 | nt | -1 | -0.6 | 4 | 3

Going on with the list.
The line under a structure holds: TRPM1 prom inh | NR2E3 ag-2 | Vif imaging | HIF-2a block | aDG glyco up | CaV13 FRET inh | NR2E3 ag-1 | Granule exo inh | hiPSC survival | Peg3 prom inh | PDI turbidity
> CCCCCn1nnnc1C1c2ccccc2C(=O)N1Cc1ccco1 (configuration not stated)
    nt | 18 | nt | 4 | -0.3 | -8 | nt | -4 | 0.8 | nt | nt
> Cc1ccccc1N1C(=O)C(Oc2ccc(Cl)cc2)C1CNCC1CCCO1 (configuration not stated)
    0 | -3 | 0 | 12 | 0.2 | -2 | 5 | 3 | 0.5 | 19 | 7
> CCc1cccc2c(C(=S)N3CCOCC3)c[nH]c12
    -17 | -12 | 1 | 2 | -0.1 | -5 | -1 | -1 | 1.6 | 4 | 12
> CCN(CC)S(=O)(=O)c1cc(C(=O)NCCN2CCOCC2)ccc1Cl
    0 | -12 | 3 | 23 | -0.1 | -1 | 3 | 1 | 0.1 | 4 | -3
> Cc1ccccc1OCC(=O)Nc1c2c(nn1C(C)(C)C)CS(=O)(=O)C2
    6 | -8 | 20 | 1 | -0.1 | -6 | 1 | 0 | 0.1 | 12 | 0
> CCCNC(=O)C1(C)CCCN(Cc2cccn2C)C1 (configuration not stated)
    nt | -35 | 8 | -5 | -0.1 | -7 | nt | -2 | -2.2 | -3 | 0
> c1ccc(CCNc2nc(-c3ccncc3)cs2)cc1
    -61 | -57 | 2 | -148 | 1.0 | -3 | 3 | 1 | -0.5 | -193 | 6
> COc1cc(C=O)ccc1OS(=O)(=O)c1ccccc1[N+](=O)[O-]
    -16 | -30 | -4 | -47 | 1.0 | -4 | 4 | -2 | 0.9 | -50 | -2
> CC(C)Sc1cc(N2CCCC2)nc(-c2ccccc2)n1
    1 | -8 | 3 | 4 | 0.2 | -5 | -2 | -2 | -0.4 | -6 | -3
> CC(C)(C)c1ccc(C(=O)NNc2cc(N3CCCCC3)nc(N3CCCCC3)n2)cc1
    13 | -22 | 3 | 12 | -0.1 | -8 | 1 | 18 | -1.7 | 14 | 2
> COc1ccc(CN2C(=O)C(CC(C)C)Nc3ncnc(N4CCN(c5ccccc5)CC4)c32)cc1 (configuration not stated)
    9 | 15&10 | 5 | 4&-11 | -0.1&-0.3 | -12&-6 | 5 | -1&1 | -1.5&0.2 | 22&3 | -16
> CC1(C(=O)NS(=O)(=O)c2ccc3c(c2)CCO3)CCN1C(=O)Cc1ccc(-c2ccccc2)cc1 (configuration not stated)
    nt | 8 | 0 | -10 | -0.1 | -5 | nt | 12 | 0.1 | -31 | 6
> Cn1c(SC(C(=O)Nc2ccc(F)cc2)c2ccccc2)nc2ccccc21 (configuration not stated)
    -4 | -7 | -3 | -13 | 0.1 | -18 | -1 | -2 | 0.8 | -5 | -5
> CC(=O)c1cccc(CN2CCCC(C(=O)c3ccc4c(c3)OCO4)C2)c1 (configuration not stated)
    13 | -9 | 5 | -16 | -0.1 | -7 | 4 | -5 | 0.9 | 11 | -2

From PubChem
